Bioassay records: PubChem, several laboratories
PME-1 inh – PME-1 inhibitors via competitive probe labeling, primary screen, biochemical, fluorescence polarization, FP-Rh probe, HTS. AID 2130, 2009. inhibition, % at 5.9 µM. actives 0.53% (n = 320,000). recombinant PME-1;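 active = inhibition above the campaign mean of all compounds plus 3 SD, cut at about 26% in these data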;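 also: competitive labeling of PME-1 active site by serine hydrolase directed probe; 0% = PME-1 with DMSO and 100% = wells lacking PME-1 enzyme; inhibitors block probe labeling so polarization falls and inhibition rises; many of its hits are not listed in these tables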
Bcl-xL primary – inhibitors of human Bcl-xL, primary screen, biochemical, fluorescence polarization, HTS; Bcl-2-like protein 1 (Homo sapiens), Q07817; inhibition, % at 10.9 µM; GST-Bcl-xL / FITC-Bim BH3 peptide fluorescence polarization; actives 0.7% (n = 320,000);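 active = inhibition above the mean of all tested compounds plus 3 SD, cutoff set per campaign, cut at about 30% in these data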;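 also: 0% = DMSO wells and 100% = unlabeled Bim-BH3 peptide competitor; inhibitors lower millipolarization by displacing the labeled peptide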
MCL1-BIM inh – inhibitors of MCL1 binding to BIM-BH3, primary screen, biochemical, fluorescence polarization | Induced myeloid leukemia cell differentiation protein Mcl-1 (Homo sapiens), Q07820 | GST-MCL1 / FITC-Bim-BH3 fluorescence polarization | inhibition, % at 10.9 µM | actives 0.68% (n = 320,000);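 active = inhibition above the mean inhibition of all tested compounds plus 3 SD, set per campaign, cut at about 40% in these data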;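 also: 0% = DMSO wells and 100% = unlabeled Bim-BH3 peptide control; higher means more loss of mP so more displacement of Bim peptide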
Target sequence (Q07820 whole entry, looked up): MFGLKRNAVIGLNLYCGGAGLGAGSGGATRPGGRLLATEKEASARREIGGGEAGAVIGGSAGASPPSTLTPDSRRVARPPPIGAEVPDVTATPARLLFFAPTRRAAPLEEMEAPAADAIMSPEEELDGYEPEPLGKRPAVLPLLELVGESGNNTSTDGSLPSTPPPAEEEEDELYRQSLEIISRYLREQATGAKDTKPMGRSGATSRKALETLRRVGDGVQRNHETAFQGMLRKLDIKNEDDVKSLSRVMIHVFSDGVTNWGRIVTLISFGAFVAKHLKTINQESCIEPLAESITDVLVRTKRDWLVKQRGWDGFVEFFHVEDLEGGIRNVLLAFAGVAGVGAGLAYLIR
GRK2 inh – compounds blocking aptamer binding on GRK2 – biochemical, human GRK2, bead flow cytometry, HTS, primary screen | actives 0.59% (n = 330,000) | FAM-aptamer displacement from GRK2 | inhibition of aptamer binding, % at 10 µM | AID 488847, 2010 | Beta-adrenergic receptor kinase 1 (Homo sapiens), P25098;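 active = inhibition of aptamer binding above 40%, roughly 3 SD of noise, on plates passing a quality check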;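 also: median bead fluorescence of bound FAM aptamer so fluorescent compounds give negative values; no value below 0 was filed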
Target sequence (P25098 whole entry, looked up): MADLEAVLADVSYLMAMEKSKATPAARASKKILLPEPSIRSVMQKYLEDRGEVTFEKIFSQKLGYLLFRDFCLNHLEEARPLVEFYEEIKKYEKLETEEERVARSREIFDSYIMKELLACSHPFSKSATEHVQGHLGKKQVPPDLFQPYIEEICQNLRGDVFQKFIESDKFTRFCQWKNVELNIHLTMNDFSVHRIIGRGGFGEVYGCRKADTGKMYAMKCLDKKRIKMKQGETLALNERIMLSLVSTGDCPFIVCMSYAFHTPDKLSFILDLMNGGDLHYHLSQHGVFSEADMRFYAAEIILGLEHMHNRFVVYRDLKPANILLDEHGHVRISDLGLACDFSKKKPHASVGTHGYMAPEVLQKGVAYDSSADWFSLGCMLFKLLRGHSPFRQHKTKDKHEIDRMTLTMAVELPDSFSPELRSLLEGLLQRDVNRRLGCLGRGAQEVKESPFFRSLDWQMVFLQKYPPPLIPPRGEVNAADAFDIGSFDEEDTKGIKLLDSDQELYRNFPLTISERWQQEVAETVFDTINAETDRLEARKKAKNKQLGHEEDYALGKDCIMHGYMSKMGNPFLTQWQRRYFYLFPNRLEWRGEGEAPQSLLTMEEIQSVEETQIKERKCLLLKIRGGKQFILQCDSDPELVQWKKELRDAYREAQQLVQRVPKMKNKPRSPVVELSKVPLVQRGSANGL
VLA-4 inh – inhibition in human VLA-4 binding assay, primary screen, VLA-4 allosteric modulator project, MLPCN library, flow cytometry, VLA-4 expressing cells; AID 2557, 2010; Integrin alpha-4 (Homo sapiens), P13612; inhibition, % (about 7 µM as worked out from the volumes in the protocol); ligand binding flow cytometry; actives 0.2% (n = 330,000); in the data active = inhibition above about 50%
Efflux pump inh – inhibitors of Candida efflux pumps in yeast, primary screen, S. cerevisiae, Nile Red, multiplex | inhibition, % at 10 µM | actives 0.44% (n = 330,000) | S. cerevisiae Candida pump triplex;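 active = plate passing quality check with inhibition over a set limit, or well fluorescence over plate mean plus 4 SD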;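 also: Nile Red retained in pooled yeast measured as flow cytometry median fluorescence; 0% = buffer negative control and 100% = Enniatin B positive control; higher means more Nile Red kept so more efflux inhibition; some compounds called inactive have numbers as strong as hits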
Fam108B inh – mouse Fam108B serine hydrolase inhibitors, primary screen, counter-screen for RBBP9 inhibitor project, biochemical, fluorescence polarization; recombinant Fam108B, FP-Rh probe fluorescence polarization; inhibition, % at 9.51 µM; actives 0.33% (n = 300,000); AID 1947, 2009;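 active = inhibition above the screen mean inhibition plus 3 SD, computed separately per campaign, cut at about 18% in these data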;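 also: inhibitors lower polarization as less probe binds the enzyme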
GLD-1 RNA inh – GLD-1/TGE RNA complex disruptors, primary screen, biochemical, fluorescence polarization; purified GLD-1 + fluorescein TGE RNA; inhibition, % at 5.96 µM; actives 0.44% (n = 320,000); AID 2280, 2010;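 active = percent inhibition above a per-plate cutoff, the plate mean of test compounds plus 3 SD, cut at about 30% in these data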;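 also: 0% = DMSO wells with GLD-1 and probe and 100% = wells lacking GLD-1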
MEX-5 binding – MEX-5 zinc finger RNA-binding disruptors – biochemical, C. elegans, fluorescence polarization, MLPCN library, primary screen; activity score (negative = inhibition of binding), % at 10 µM; Zinc finger protein mex-5 (Caenorhabditis elegans), Q9XUB2; actives 0.38% (n = 300,000); MEX-5/FITC-TCR2 RNA binding; hits give low values;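 active = inhibition past about -25% in most replicates, and total fluorescence under double the plate's negative control median, limit read from the data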;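 also: 0% = DMSO and -100% = 5 µM competing unlabeled TCR2 RNA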
Numbers without * were called inactive; . = no result given.

SMILES | PME-1 inh | Bcl-xL primary | MCL1-BIM inh | GRK2 inh | VLA-4 inh | Efflux pump inh | Fam108B inh | GLD-1 RNA inh | MEX-5 binding
CC1CCN(C(=O)C(=O)Nc2sc3c(c2C(N)=O)CC(C)(C)OC3)CC1 | -2 | 2 | -3 | 2 | 20 | -0.1 | -8 | -5 | 1.0
CC(NC(=O)COC(=O)Cn1cc(C(F)(F)F)ccc1=O)c1ccccc1 (stereo not given) | . | . | . | 0 | 0 | 0.0 | . | 2 | .
Nc1nc(SCCO)[nH]c(=O)c1NC(=O)c1ccccc1F | -2 | 7 | 7 | 2 | 8 | 0.5 | -1 | 3 | -1.6
O=C(O)CCC(=O)Nc1ccc(Cc2ccc(NC(=O)CCC(=O)O)cc2)cc1 | -3 | 4 | -9 | 5 | -4 | -0.2 | -4 | 0 | -1.7
CCn1c(=O)c(-c2cc(=O)[nH][nH]2)c(O)c2ccccc21 | 4 | 3 | 2 | 4 | 3 | -0.1 | 5 | 5 | -8.6
O=C(O)C1C2C=CC(O2)C1C(=O)NCCCn1ccnc1 (stereo not given) | 1 | -5 | -4 | 0 | -7 | 0.0 | 3 | 5 | 1.9
C/C(=N\OC(=O)c1cccc(C(F)(F)F)c1)c1sc(-c2ccccc2)nc1C | 1 | 1 | 0 | 0 | 2 | -0.1 | 3 | -6 | 0.4
COCCn1c(SCC(=O)c2ccc3c(c2)OCCO3)nnc1-c1ccco1 | 3 | 0 | 0 | 0 | 4 | 0.0 | 2 | -2 | -3.5
Cc1ccc(S(=O)(=O)NCC(=O)OCC(=O)NC(=O)NC2CCCC2)cc1 | -4 | 6 | 6 | 7 | -10 | -0.1 | 7 | 1 | 0.9
CC(C)(C)c1n[nH]c(=S)n(/N=C/c2cccs2)c1=O | 2 | 5 | 12 | 0 | 1 | 0.0 | -2 | -4 | 0.5
CCOc1ccc(C(=O)NC(=S)N(Cc2ccccc2)Cc2ccccc2)cc1 | -2 | -5 | 3 | 8 | 16 | 0.1 | -3 | 7 | -1.3
Cc1ccc(N(Cc2cc3ccccc3[nH]c2=O)C(=O)c2ccco2)c(C)c1 | 3 | 5 | 6 | 0 | -6 | -0.1 | 7 | 6 | 1.7
CC1Cc2cc(/C(O)=C3\C(=O)C(=O)N(Cc4ccncc4)C3c3ccccc3F)ccc2O1 (stereo not given) | 7 | -3 | -11 | 1 | 0 | 0.2 | -1 | -6 | -2.6
COc1ccc(C(=O)N/C(=C\c2cn(C)c3ccccc23)C(=O)NCCCN2CCOCC2)cc1OC | -1 | 5 | 6 | 0 | 4 | 0.6 | 2 | -15 | 2.5
CC(=O)c1ccc(NC(=O)CC23CC4CC(C2)CC(n2nnc(C)n2)(C4)C3)cc1 | -1 | 10 | 10 | 1 | 11 | -0.1 | -1 | 0 | 0.5
Cc1ccc(N(CC(=O)Nc2cc(C)ccc2C)S(C)(=O)=O)cc1 | -2 | 3 | -3 | 1 | 8 | 0.0 | 1 | -7 | -1.8
COc1cccc(CC(=O)N2CCC(n3nccc3NC(=O)C3CCOC3)CC2)c1 (stereo not given) | 3 | 7 | 8 | 38 | 7 | 0.0 | -2 | -3 | -0.4
COc1ccc(CCNC(=O)CN2C(=O)NC3(CCc4ccccc43)C2=O)cc1 (stereo not given) | -3 | -20 | -11 | 1 | -5 | 0.0 | . | -1 | .
COc1cc(C(=O)NC(C(=O)Nc2cccc(C(C)=O)c2)C(C)C)cc(OC)c1OC (stereo not given) | 4 | -1 | -3 | 0 | -1 | 0.3 | -4 | 3 | -3.6
N#Cc1ccccc1S(=O)(=O)N1CCN(C(=O)c2ccc(-n3cncn3)c([N+](=O)[O-])c2)CC1 | -4 | -20 | -147 | 0 | -2 | -0.2 | 2 | -29 | -2.4
COc1ccccc1CNS(=O)(=O)c1ccc(-n2cnnn2)c(OC)c1 | -1 | 1 | -4 | 0 | 8 | -0.1 | 2 | 2 | 1.4
COC(=O)c1cc(NC(=O)CSc2nnc(N)s2)ccc1Cl | -3 | 3 | 1 | 4 | 10 | 0.3 | -1 | 3 | 2.8
CCn1c(SCC(=O)Nc2cc(C)on2)nc2c(c1=O)SCC2 | 9 | 5 | 5 | 0 | 9 | 1.2 | -1 | -1 | 0.4
Cc1nc(N(C)C)ncc1C(=O)O | -1 | -1 | -7 | 1 | 6 | 0.0 | 2 | -1 | 6.0
CN1CCN(S(=O)(=O)c2ccc(Sc3nnnn3-c3ccccc3)c([N+](=O)[O-])c2)CC1 | 1 | -2 | -2 | 0 | -3 | -0.1 | 4 | 6 | 2.1

Arranged by value in Efflux pump inh (high to low): three of the compounds above.
SMILES	Efflux pump inh
COc1ccc(C(=O)N/C(=C\c2cn(C)c3ccccc23)C(=O)NCCCN2CCOCC2)cc1OC	0.6
CC1Cc2cc(/C(O)=C3\C(=O)C(=O)N(Cc4ccncc4)C3c3ccccc3F)ccc2O1 (stereo not given)	0.2
Cc1ccc(N(Cc2cc3ccccc3[nH]c2=O)C(=O)c2ccco2)c(C)c1	-0.1

(more compounds)
SMILES | PME-1 inh | Bcl-xL primary | MCL1-BIM inh | GRK2 inh | VLA-4 inh | Efflux pump inh | Fam108B inh | GLD-1 RNA inh | MEX-5 binding
Cc1nc2scc(-c3ccc(C(C)(C)C)cc3)c2c(=O)n1N | -4 | 2 | 1 | 1 | 5 | -0.3 | 3 | 12 | -2.2
O=c1[nH]c(-c2ccncc2)nc2ccccc12 | -5 | 11 | 13 | 4 | 11 | -0.2 | 4 | 5 | -2.1
Cc1cccn2cc(-c3ccc(S(=O)(=O)N4CCCCC4)cc3)nc12 | -3 | 5 | 1 | 0 | 8 | 0.1 | -3 | 0 | -0.7
Cc1ccc(/C=C/S(=O)(=O)NCCC(=O)NCc2ccc(F)cc2)cc1 | 2 | 4 | 1 | 13 | 5 | -0.1 | . | 4 | .
COc1ccc(CC(=O)NCc2ccccc2)cc1 | -1 | 6 | -1 | 0 | 6 | 0.0 | 0 | -4 | 1.8
CCC(C)NC(=O)Cn1cnc2sc(C)c(S(=O)(=O)N3CCCCC3)c2c1=O (stereo not given) | 3 | 2 | 3 | 1 | 11 | 0.4 | 1 | 10 | 0.4
CCN(CC)CC#CC(C)OCOCC#CCOC (stereo not given) | -3 | 7 | 3 | 1 | 10 | 0.0 | 3 | 1 | -1.8
Cc1cc(N2CCN(c3nc(-c4ccccc4)cs3)CC2)c2ccccc2n1 | 0 | 4 | 4 | 2 | 10 | 0.0 | -3 | -12 | 1.2
FC(F)Sc1ccc(NC(=S)NC2CCCC2)cc1 | -5 | -6 | -2 | 1 | -1 | 0.6 | -7 | -3 | 2.0
CC(=O)NCc1nc2ccccc2n1C(C)C | 2 | 5 | 0 | 1 | 22 | 0.0 | 5 | 7 | -1.0
CCCC(C(=O)OCC)P(=O)(c1ccccc1)c1ccccc1 (stereo not given) | 2 | 2 | 2 | 0 | 12 | 0.2 | 1 | 0 | -2.3
Cn1cnc(S(=O)(=O)Nc2cc(C(F)(F)F)ccc2N2CCOCC2)c1 | 5 | -4 | -7 | 0 | 4 | -0.1 | -1 | -1 | 1.5
CCn1nc(C)c(CNC(=O)c2cc(COc3ccc(F)cc3Cl)on2)c1C | -4 | 9 | 7 | 0 | 3 | 0.1 | 2 | -3 | 0.1
COc1ccc(Nc2nc(N)nc(CN(C)C3CCCCC3)n2)cc1 | 0 | 3 | 2 | 0 | 2 | 0.1 | 0 | 1 | -2.3
COC(=O)c1c(C)[nH]c(C(=O)/C=C/c2ccccc2F)c1C | -3 | 6 | 1 | 1 | -4 | -0.1 | -4 | 4 | 1.8
CN1CCN(NS(=O)(=O)c2cccs2)CC1 | -4 | 0 | 18 | 0 | 4 | -0.2 | -2 | 7 | 3.4
COc1ccccc1NCCC(=O)OCC(=O)Nc1ccc(Cl)cn1 | -2 | 7 | 6 | 0 | -1 | -0.2 | 3 | 2 | -1.8
CN(Cc1cnn(C)c1)Cc1nc(Cc2ccccc2Cl)no1 | 3 | 2 | -5 | 0 | -2 | -0.1 | 4 | 15 | -0.4
CNC(=O)N(O)C1N(NC(=O)Nc2cccc3ccccc23)C(=S)SC1(C)C (stereo not given) | -9 | -1 | 5 | 0 | 16 | 1.0 | -6 | -1 | 0.0
C/C(CC(=O)Nc1ccccc1)=N\NC(=O)COc1ccc(C)cc1Br | -1 | 3 | 2 | 0 | -14 | -0.4 | 4 | 3 | 0.2
O=[N+]([O-])c1ccc(-c2cnc3ccccc3n2)cc1 | 6 | 3 | -2 | 2 | 7 | -0.2 | -1 | 3 | 4.6
CCOc1ccc(C2C(C#N)=C(N)Oc3cc(C)oc(=O)c32)cc1 (stereo not given) | -1 | 6 | -6 | 0 | 5 | 0.1 | 1 | 9 | 1.8
N#Cc1ccc(Oc2ccc(S(=O)(=O)N3CCOCC3)cn2)cc1 | -1 | 0 | 5 | 0 | 4 | -0.1 | -1 | 10 | 1.2
CCc1ccc(NC(=O)Nc2cc(C(=O)O)ccc2N2CC3CC(C2)c2cccc(=O)n2C3)cc1 (stereo not given) | 0 | 0 | -8 | 0 | 9 | 0.1 | -4 | 2 | 4.4
c1ccc(OCc2nnc3sc(-c4cccs4)nn23)cc1 | -2 | 6 | 3 | 0 | -6 | 0.0 | 0 | 4 | -4.0
Continuation.
SMILES | PME-1 inh | Bcl-xL primary | MCL1-BIM inh | GRK2 inh | VLA-4 inh | Efflux pump inh | Fam108B inh | GLD-1 RNA inh | MEX-5 binding
Cc1ccc(C2=NNC(C(O)C(O)C(O)C(O)CO)S2)cc1 (stereo not given) | -3 | 7 | 2 | 2 | -8 | 0.0 | 6 | -3 | 1.2
CCOc1cc(Br)c(/C=C2/C(=O)N(C)C(=S)N2CC(=O)OC)cc1OC | -1 | 6 | 3 | 2 | -5 | 0.0 | 4 | -5 | -32*
CCO[C@@H]1OC(C(=O)N2CCN(Cc3ccc4c(c3)OCO4)CC2)=C[C@H](c2ccc3c(c2)OCO3)[C@H]1CCCO | 2 | 5 | 7 | 0 | -9 | 0.0 | -3 | -3 | 0.1
S=c1nc(C2CCCCC2)[nH]c2ccccc12 | -2 | 4 | 8 | 2 | 9 | 0.0 | 1 | 1 | -0.9
COc1ccc(C(OC(=O)c2c(C)noc2C)C(=O)NC2CCCC2)cc1 (stereo not given) | -5 | -4 | -11 | 2 | -2 | 0.0 | 4 | 0 | 0.7
Cc1cc(C)nc(NC(=O)CSc2nnnn2-c2ccccc2)n1 | -4 | 3 | 1 | 0 | 12 | 0.0 | 2 | 9 | 2.6
COC(=O)CSc1nc2ccc(C)cc2[nH]1 | -1 | -12 | -16 | 0 | 13 | 0.2 | -2 | 5 | 3.8
COc1ccccc1-n1c(SCC(=O)Nc2cccc3ccccc23)nc(O)cc1=O | -7 | -4 | 1 | 2 | -1 | 0.2 | -5 | -5 | 3.4
Cc1ccc(S(=O)(=O)Nc2ccc3c(c2)nc(CCN2CCCCC2)n3C)cc1 | -1 | -1 | -5 | 0 | 1 | 0.2 | -7 | -5 | -0.7

A portion of the library. The share of hits here may be higher or lower than overall.
